KCNK3 block: human KCNK3 channel inhibition, primary screen; O14649; CHO-KCNK3 thallium flux, FluxOR fluorescence; hits give low values; B-score at 10 µM; hit rate 0.84% among 340,000;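 active = B-score under library mean minus 4 SD, starting fluorescence ratio at most library mean plus 5 SD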;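 note: more negative B-score means stronger inhibition of thallium flux through KCNK3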
Target sequence (O14649 whole entry, looked up): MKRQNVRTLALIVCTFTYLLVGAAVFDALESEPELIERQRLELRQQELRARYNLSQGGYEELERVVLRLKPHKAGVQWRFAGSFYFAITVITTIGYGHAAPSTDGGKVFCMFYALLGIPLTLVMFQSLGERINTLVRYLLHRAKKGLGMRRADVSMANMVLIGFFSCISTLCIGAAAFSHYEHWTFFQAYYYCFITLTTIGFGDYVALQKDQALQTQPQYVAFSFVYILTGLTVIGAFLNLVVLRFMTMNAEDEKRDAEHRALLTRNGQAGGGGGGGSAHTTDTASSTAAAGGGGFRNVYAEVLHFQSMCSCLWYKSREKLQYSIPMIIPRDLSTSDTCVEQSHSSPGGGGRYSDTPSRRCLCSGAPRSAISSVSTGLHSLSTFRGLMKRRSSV
ANO1 block: mouse TMEM16A channel inhibition, primary screen. Q8BHY3. normalized B-score (activity score, 25-100; higher = stronger inhibition) at 10 µM. hit rate 1.2% among 310,000. HEK293 TMEM16A/YFP iodide influx fluorescence, ionomycin;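 active = ratio plate-corrected score three or more library SD toward inhibition, starting fluorescence score within five deviations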;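 note: score derived from kinetic fluorescence span divided by baseline fluorescence per well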
HDAC3 inhib: blocks human histone deacetylase 3 | O15379 | recombinant HDAC3, fluorogenic peptide/trypsin coupled, fluorescence | inhibition, % at 8.3 µM | hit rate 0.15% among 320,000 | AID 2718; in the data active = inhibition above about 26%, passing the limit was not always enough; inconclusive = no clear call, values can overlap the other calls
Target sequence (O15379 whole entry, looked up): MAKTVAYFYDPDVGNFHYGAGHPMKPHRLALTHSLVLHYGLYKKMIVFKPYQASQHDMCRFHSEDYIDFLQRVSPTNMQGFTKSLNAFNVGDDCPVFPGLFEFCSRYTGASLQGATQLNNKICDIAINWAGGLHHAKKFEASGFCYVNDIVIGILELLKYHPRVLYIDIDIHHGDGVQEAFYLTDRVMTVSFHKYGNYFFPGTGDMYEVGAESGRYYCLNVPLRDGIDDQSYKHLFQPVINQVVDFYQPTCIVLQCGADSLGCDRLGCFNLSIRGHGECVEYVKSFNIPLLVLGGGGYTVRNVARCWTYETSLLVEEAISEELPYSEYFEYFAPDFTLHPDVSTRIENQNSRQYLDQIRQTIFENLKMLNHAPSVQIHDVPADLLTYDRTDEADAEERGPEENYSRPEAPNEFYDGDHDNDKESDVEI
RGS4 act: potentiators or activators of RGS4 | hit rate 0.92% among 310,000 | HEK293 M3R/inducible RGS4, carbachol calcium flux Fluo4; hits give low values | B-score at 10 µM | AID 463111;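 active = B-score of the integrated calcium signal more than 4 SD below the library mean, with starting fluorescence not abnormally high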;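 note: negative B-score means reduced calcium response which marks RGS4 activation or potentiation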
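test system = HEK293 cells with stable M3R and inducible RGS4 | schedule = recording 10 s baseline at 1 Hz, 100 s post-agonist | technique = Fluo4-AM (2 µM) calcium-flux fluorescence, kinetic read | measure = Agonist-evoked peak-minus-minimum fluorescence over baseline, integrated ratio, B score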
KCNK9 inh: human KCNK9 channel inhibition. Q9NPC2. HEK293 KCNK9, FluxOR thallium flux fluorescence; hits give low values. hit rate 1.2% among 310,000. B-score at 10 µM. AID 488922;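 active = ratio B-score over 3 SD below the library mean, with starting fluorescence within 5 SD of its mean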;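 note: negative B-score means less thallium flux so channel inhibition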
KCNQ1 pot: potentiators or activators of human KCNQ1 potassium channel; CHO-K1 KCNQ1, thallium flux FluxOR fluorescence; hits give high values; B-score at 10 µM; hit rate 0.35% among 310,000;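 active = fluorescence ratio B-score, a plate-corrected score, at least three library SD, with initial intensity B-score within 5 SD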
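Material: CHO-K1 cells stably expressing KCNQ1. Medium: assay buffer for compound exposure, DMSO matched across wells. Reagent: K+/Tl+ depolarizing stimulus. Compound dosing: single-concentration screen. Times: 37 °C overnight plating, 90-min dark dye load, 20-min compound pretreatment. Technique: FluxOR Tl+ flux fluorescence.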
KCNQ1 inh: inhibitors of human KCNQ1 potassium channel. hit rate 1.3% among 310,000. AID 2642. B-score at 10 µM. CHO-K1 KCNQ1, FluxOR thallium flux fluorescence; hits give high values. P51787;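 active = compounds whose thallium flux B-score, printed positive for inhibition, exceeds three library SD while starting fluorescence stays within three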;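 note: channel opened by potassium depolarization with thallium stimulus after 20 min compound exposure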
ANO1 activ: mouse TMEM16A channel activation, primary screen | Q8BHY3 | HEK293 TMEM16A/YFP-H148Q/I152L, iodide quench fluorescence; hits give low values | B-score at 10 µM | hit rate 0.3% among 340,000 | AID 623877;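 active = fluorescence-ratio B-score plate-corrected deviation score at least 3 library SD below zero, with starting fluorescence score within 5 deviations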;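 note: channel opened by trigger with iodide after compound preincubation; score built on the fluorescence ratio of max minus min over baseline; more negative score means more quench and so TMEM16A activation or potentiation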
RGS4 inh: inhibitors of human RGS4; HEK293 M3R/RGS4 inducible, Fluo-4 calcium flux; hits give high values; triggered by carbachol at its EC20; hit rate 0.45% among 310,000; B-score at 10 µM; P49798;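 active = B-score, a plate-corrected calcium signal, over three deviations above library mean, with baseline fluorescence within five deviations of library mean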;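 note: RGS4 expression induced by doxycycline in cells with stable M3 receptor; B-score is computed from the integrated fluorescence ratio over baseline after carbachol; higher B-score means a larger calcium signal and so more RGS4 inhibition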
Target sequence (P49798 whole entry, looked up): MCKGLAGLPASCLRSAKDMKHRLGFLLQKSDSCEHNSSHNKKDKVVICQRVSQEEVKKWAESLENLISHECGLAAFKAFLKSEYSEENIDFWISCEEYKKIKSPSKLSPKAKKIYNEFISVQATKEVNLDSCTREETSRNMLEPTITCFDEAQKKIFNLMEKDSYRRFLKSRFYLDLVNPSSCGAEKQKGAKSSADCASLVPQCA
SKKanGAS inh: SKKanGAS growth inhibition. inhibition, % at 7.5 µM. AID 1662. S. pyogenes SKKanGAS, kanamycin growth, BacTiter-Glo, 6 h. hit rate 1.3% among 300,000;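 active = mean replicate score, as percent of positive control median, at least 50; inconclusive = mean below 50 but one replicate at or above 50; inactive = mean and every replicate below 50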;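 note: strain carries kanamycin resistance gene driven by streptokinase promoter and grows in 40 µg/ml kanamycin; loss of luminescence reflects streptokinase promoter inhibition or plain growth inhibition; 0% = median of DMSO wells and 100% = positive control at its reference dose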
hERG rescue: compounds protecting human hERG from proarrhythmic drug block; Q12809; CHO-hERG, FluxOR thallium flux, dofetilide IC70 present; activation (rescue from dofetilide block), less the hit threshold, % at 10 µM; hit rate 0.51% among 310,000;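 active = activation above the mean of controls blocked by dofetilide plus 5 SD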;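 note: thallium influx through hERG after potassium depolarization seen as dye fluorescence rise; in these data hits start at about 4.7%; inactives centre near -7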
* = called active by the depositor; i = inactive; ? = inconclusive; / = not tested or not shown.

SMILES | KCNK3 block | ANO1 block | HDAC3 inhib | RGS4 act | KCNK9 inh | KCNQ1 pot | KCNQ1 inh | ANO1 activ | RGS4 inh | SKKanGAS inh | hERG rescue
Cc1ccc(C(NC(=O)N2CC(C)OC(C)C2)C(Cl)Cl)cc1F (stereo not given) | i | i | 3 | i | i | i | i | i | i | -15 | -9
O=C(Nc1nnc(-c2ccc(F)cc2)o1)c1ccco1 | i | i | 1 | i | i | i | i | i | i | 0 | -9
COCCN1CCN(c2c(C)c(C)nc3cc(-c4cccc(OC)c4)nn23)CC1 | i | i | -2 | i | i | i | i | i | i | -3 | -15
CCOc1nc(SCCOc2ccccc2)nc(N(C)C)n1 | -9.6* | i | 1 | i | i | i | i | i | i | 1 | -4
CCOC(=O)C1=C(C)N=c2s/c(=C\c3cccn3C)c(=O)n2C1c1cccc(OC)c1OC (stereo not given) | i | i | 2 | i | i | i | i | i | i | 11 | -9
O=C(Nc1ccc(N2CCOCC2)cc1)C1CC(O)CN1S(=O)(=O)c1ccc(Cl)cc1 (stereo not given) | i | i | 2 | i | i | i | i | i | i | -14 | -18
CCCOc1ccc(C(=O)OCC(=O)NCCc2ccc(OCC)c(OCC)c2)cc1OC | i | i | -4 | i | i | i | i | i | i | -2 | -9
CCOC(=O)COc1ccc(Cl)cc1C1NC(=O)NC(C)=C1C(C)=O (stereo not given) | i | i | -8 | i | i | i | i | i | i | 3 | -3
CCCCN=C1NN=C(c2cccc([N+](=O)[O-])c2)CS1 | i | i | 12 | i | i | i | i | i | i | 11 | -13
CCc1cc2c(SCC(=O)NC3CCS(=O)(=O)C3)ncnc2s1 (stereo not given) | i | i | 5 | i | i | i | i | i | i | -2 | -1
CC(C)CNC(=O)c1cccc(NC(=O)CSc2ccccc2)c1 | i | i | 6 | i | i | i | i | i | i | 5 | -6
CC(=O)c1cc(C(=O)N2CCCC(CCC(=O)N(C)CCc3ccccn3)C2)cs1 (stereo not given) | i | i | 2 | i | i | i | i | i | i | -6 | -4
CCn1cc(-c2cc(C(=O)O)on2)c(C)n1 | i | i | 3 | i | i | i | i | i | i | 1 | -13
CCCCNC(=O)c1onc(CSc2cccc(OC)c2)c1C(=O)O | i | i | -2 | i | i | i | i | i | i | 18 | -6
CCOc1ccc(N2CC(C(=O)Nc3cccc(S(=O)(=O)NC4=NCCC4)c3)CC2=O)cc1 (stereo not given) | i | i | -9 | i | i | i | i | i | i | -17 | -15
CC(C)CC(=O)Nc1ccc2c(c1)oc1ccccc12 | i | i | -3 | i | i | i | i | i | i | -5 | -7
COc1cc(C(=O)NCc2ccc(F)cc2)cc(Cl)c1OC | i | i | -6 | i | i | i | i | i | i | -1 | -8
O=C(Nc1ccc2c(c1)OCO2)C1CCN(c2ccc(S(=O)(=O)N3CCOCC3)cc2)CC1 | i | i | 3 | i | i | i | i | i | i | -14 | -1
Cc1cccc(CS(=O)(=O)Cc2ccc(C(=O)NC(C)c3ccccc3)o2)c1 (stereo not given) | i | i | -1 | i | i | i | i | i | i | -6 | -8
O=C(CCCCCn1c(=S)[nH]c2ccc(N3CCOCC3)cc2c1=O)NCc1ccc2c(c1)OCO2 | i | i | -2 | i | i | i | i | i | i | 1 | -8
COc1ccc(-c2nc3cnccn3c2Nc2ccc3c(c2)OCO3)cc1 | i | i | 0 | i | i | i | i | i | i | -2 | -14
Cc1ccc(Cl)cc1NC(=O)Cn1nc(-c2cccs2)ccc1=O | i | i | 4 | i | i | i | i | i | i | -5 | -6
Cc1ccccc1C(=O)NNC(=S)NC(=O)c1cccnc1 | i | i | 4 | i | i | i | i | i | i | 11 | -6
O=C(O)C1C2C=CC3(O2)C1C(=O)N1c2ccccc2COC13 (stereo not given) | i | i | -3 | i | i | i | i | i | i | 1 | -4
COc1ccc(C2(C)NC(=O)N(CC(=O)NCCC3=CCCCC3)C2=O)cc1OC (stereo not given) | i | i | 4 | i | i | i | i | i | i | -5 | -14
CCOc1cc(C(F)(F)F)cnc1/C(N)=N/O | i | i | -4 | i | i | i | i | i | i | 3 | -2
COc1ccc(S(=O)(=O)Nc2ccc(F)c(F)c2)cc1Cl | i | i | 2 | i | i | i | i | i | i | 2 | -3
CCN(CC(=O)NCc1ccc(F)cc1)C(=O)/C=C/c1ccc(OC)cc1 | i | i | 5 | i | i | i | i | i | i | -3 | -10
C/C=C/C(=O)OCC(=O)Nc1cc([N+](=O)[O-])ccc1Cl | i | i | 3 | i | i | i | i | i | i | -3 | -2
Cc1ccc(S(=O)(=O)N2CCN(C(=O)N3CCOCC3)CC2)cc1C | i | i | -14 | i | i | i | i | i | i | -3 | -3

Retrieved by structure from the entries so far, 2 records:
SMILES | KCNK3 block | ANO1 block | HDAC3 inhib | RGS4 act | KCNK9 inh | KCNQ1 pot | KCNQ1 inh | ANO1 activ | RGS4 inh | SKKanGAS inh | hERG rescue
COc1ccc(-c2nc3cnccn3c2Nc2ccc3c(c2)OCO3)cc1 | i | i | 0 | i | i | i | i | i | i | -2 | -14
Cc1cccc(CS(=O)(=O)Cc2ccc(C(=O)NC(C)c3ccccc3)o2)c1 (stereo not given) | i | i | -1 | i | i | i | i | i | i | -6 | -8

Next part
SMILES | KCNK3 block | ANO1 block | HDAC3 inhib | RGS4 act | KCNK9 inh | KCNQ1 pot | KCNQ1 inh | ANO1 activ | RGS4 inh | SKKanGAS inh | hERG rescue
CS(=O)(=O)c1ccc2nc(NC(=O)c3cccc([N+](=O)[O-])c3)sc2c1 | i | i | 5 | i | i | i | i | i | i | 13 | -6
O=C(O)CCCCCNS(=O)(=O)c1cccc2c1C(=O)c1ccccc1C2=O | i | i | 6 | i | i | i | i | i | i | 20 | -4
CCN1CCN(C(c2ccc(C(F)(F)F)cc2)c2ccc3cccnc3c2O)CC1 (stereo not given) | i | i | 2 | i | i | i | i | i | i | 100* | -5
CC[C@H](C)[C@H](NC(N)=O)C(=O)Nc1ccc2c(c1)OCO2 | i | i | -3 | i | i | i | i | i | i | 2 | -6
Cc1cc(/C=C2\C(=O)NN(c3ccccc3)C2=O)c(C)n1-c1ccccc1O | i | i | -2 | i | i | i | i | i | i | 2 | -11
NC(=O)Cn1cc(C(=O)C(=O)N2CCOCC2)c2ccccc21 | i | i | 0 | i | i | i | i | i | i | -2 | -3
COc1ccc2c(c1)C1NC(=S)N[C@@](C)(O2)C1C(=O)Nc1ccccc1 (stereo not given in full) | i | i | -2 | i | i | i | i | i | i | -4 | -14
Cc1ccc2[nH]c(=O)c(CN(C)C(=O)c3cccs3)cc2c1 | i | i | -5 | i | i | i | i | i | i | 2 | -12
Cc1cccc(NC(=O)c2ccc(-n3cccn3)c([N+](=O)[O-])c2)c1 | i | i | -9 | i | i | i | i | i | i | 1 | -4
CCn1cc(C(=O)OCC(=O)N(C)Cc2ccccc2)c(=O)c2ccc(C)nc21 | i | i | 0 | i | i | i | i | i | i | 1 | -21
Cc1csc(NC(=O)c2cc(C)nc3ccccc23)n1 | i | i | 3 | i | i | i | i | i | i | -1 | -30
COc1ccc(NC(=O)c2ccco2)cc1NC(=O)c1cccs1 | i | i | 6 | i | i | i | i | i | i | 1 | -10
CCOC(=O)N1CCN(C(=O)COC(=O)c2cc(Cl)c(O)c(Cl)c2)CC1 | i | i | 9 | i | i | i | i | i | i | 1 | 8.1*
O=C(NC(=S)Nc1ccccc1)c1ccc(Br)o1 | i | i | 5 | i | i | 13* | i | i | i | -6 | 4
CC(=O)Oc1ccc2occ(C(=O)c3ccccc3)c2c1 | i | i | 10 | i | i | i | i | i | i | 10 | -6
CC(C)CNC(=S)NC(=O)c1ccc([N+](=O)[O-])cc1 | i | i | 6 | i | i | i | i | i | i | -3 | -11
CCN(CC)CCNS(=O)(=O)c1ccc(Cl)cc1 | i | i | 2 | i | i | i | i | i | i | -10 | -14
CC(=O)Nc1ccc(S(=O)(=O)N2CCN(C(=O)N3CCOCC3)CC2)cc1 | i | i | 6 | i | i | i | i | i | i | 4 | -3
Cc1coc2c(C)c3oc(=O)c(CCC(=O)NCCC(=O)O)c(C)c3cc12 | i | i | -10 | i | i | i | i | i | i | -2 | -4
COc1ccc(Nc2nc3c(C)cccc3cc2C#N)cc1 | i | i | 5 | i | i | i | i | i | i | -3 | -11
CC(NC(=O)c1ccc(C(C)(C)C)cc1)C(=O)O (stereo not given) | i | i | -4 | i | i | i | i | i | i | 3 | -8
COc1ccc(NC(=O)c2sc(SCc3ccccc3)nc2N)cc1 | i | i | 4 | i | i | i | i | i | i | -2 | 3
Cc1cccc2sc(N(CCN(C)C)C(=O)C3CCN(S(=O)(=O)c4cccs4)CC3)nc12 | i | i | 3 | i | i | i | i | i | i | 41 | -24
C=CC[n+]1c(-c2ccccc2)csc1NC(C)(C)C | i | i | 5 | i | i | i | i | i | i | 7 | -6
Cc1cc(Cl)cc(Cl)c1OCCN1CCCC1 | i | i | -4 | i | i | i | i | i | i | -6 | 0
CC1(C)Cc2c(cnn2-c2ccc(F)cc2)C(NC(=O)CCN2CCCC2=O)C1 (stereo not given) | i | i | -5 | i | i | i | i | i | i | 2 | -5
CCOc1ccc(C2N(c3cc(C)on3)C(=O)C3CCCN32)cc1OC (stereo not given) | i | i | ? | i | i | i | i | i | i | -3 | -7
CCNC(=O)N1C(=O)C2(OCCO2)c2ccccc21 | i | i | -9 | i | i | i | i | i | i | -5 | -4
CS(=O)(=O)Nc1cccc(C2=NN(C(=O)c3ccccc3)C(c3cccs3)C2)c1 (stereo not given) | i | i | -1 | i | i | i | i | i | i | -2 | -3
O=C(CSc1nc(=O)n2ccccc2n1)N1N=C(c2cccs2)CC1c1ccc(F)cc1 (stereo not given) | i | i | 2 | i | i | i | i | i | i | -10 | -14
NC(=O)c1ccsc1NC(=O)COC(=O)/C=C/c1ccc([N+](=O)[O-])cc1 | i | i | -1 | i | i | i | i | i | i | -7 | -10
CC(=O)c1ccccc1OC(=O)CCN1C(=O)C2C3C=CC(C4CC34)C2C1=O (stereo not given) | i | i | -1 | i | i | i | i | i | i | 0 | -22
CC(=O)Nc1nc(C)c(Oc2cccc(C(F)(F)F)c2)c(=O)[nH]1 | i | i | 15 | i | i | i | i | i | i | -11 | -6
N#C/C(=C/c1ccc(O)c(O)c1)C(=O)NCc1ccc(Cl)cc1 | i | i | 6 | i | i | i | i | i | 7.6* | 20 | -10
N=c1c2c3c(sc2ncn1N)CCCCC3 | i | i | -8 | i | i | i | i | / | i | 2 | -11

From PubChem BioAssay
